From PubChem BioAssay
Wnt bcat act = Wnt/beta-catenin pathway activators, primary screen, cell-based, plate reader, single point | Wnt/beta-catenin reporter cell assay, activator | activation, % at 9.35 µM | 300,000 compounds, 1.2% hits; in the data active = activation above about 30%, passing the limit was not always enough;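 also: 0% = neutral control wells and 100% = positive control wells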
MOR-DOR inv ag = inverse agonists of MOR-DOR heterodimerization, primary screen, cell-based, luminescence; Mu-type opioid receptor (Homo sapiens) + Delta-type opioid receptor (Homo sapiens), …; cell-based MOR-DOR heterodimer luminescence, inverse agonism; inhibition, % at 9.3 µM; 340,000 compounds, 0.21% hits; AID 504357, 2011; in the data active = inhibition above about 22%, passing the limit was not always enough;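 also: 0% = cells with DMSO and 100% = wells without cells with DMSO; values of inactives mirror those of a sister screen read the other way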
C-LANA FP = inhibitors of KSHV C-LANA binding to DNA, primary screen, biochemical, fluorescence polarization, FAM-LBS DNA, MBP-C-LANA, single point. inhibition, % at 9 µM. 340,000 compounds, 0.078% hits. AID 504423, 2011;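 active = highest replicate inhibition at or above 60% at 9 µM, even if other replicates fall short; inactive = all replicates below 60% inhibition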;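 also: 0% = neutral control wells and 100% = 4 µM acridine orange control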
RTF Ca sens inh = cardiac RTF calcium sensitivity inhibitors, primary screen, biochemical, IANBD-TnC fluorescence, EC70 calcium; Troponin I, cardiac muscle (Homo sapiens) + Troponin T, cardiac muscle (Homo sapiens) + …; IANBD-labeled cardiac RTF, Ca2+ fluorescence; inhibition, % at 7.15 µM; 340,000 compounds, 0.12% hits; AID 493244, 2011;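 active = inhibition above the mean inhibition of all tested compounds plus 3 SD, cut at about 17% in these data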;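 also: assay run at fixed EC70 calcium of 1.6 mM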
Keap1-Nrf2 PPI = Keap1-Nrf2 protein-protein interaction inhibitors, primary screen, biochemical, fluorescence polarization, single point; Keap1 Kelch-Nrf2 peptide fluorescence polarization, 1536-well; inhibition, % at 9.4 µM; 340,000 compounds, 0.15% hits; Kelch-like ECH-associated protein 1 (Homo sapiens), Q14145; AID 504523, 2011; in the data active = inhibition above about 12%;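 also: human Keap1 Kelch domain with fluorescein labeled Nrf2 9mer peptide probe; 0% = neutral control wells and 100% = peptide positive control; higher means more block of Keap1 binding to Nrf2 peptide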
Target sequence (Q14145 whole entry, looked up, the tested form may be a part): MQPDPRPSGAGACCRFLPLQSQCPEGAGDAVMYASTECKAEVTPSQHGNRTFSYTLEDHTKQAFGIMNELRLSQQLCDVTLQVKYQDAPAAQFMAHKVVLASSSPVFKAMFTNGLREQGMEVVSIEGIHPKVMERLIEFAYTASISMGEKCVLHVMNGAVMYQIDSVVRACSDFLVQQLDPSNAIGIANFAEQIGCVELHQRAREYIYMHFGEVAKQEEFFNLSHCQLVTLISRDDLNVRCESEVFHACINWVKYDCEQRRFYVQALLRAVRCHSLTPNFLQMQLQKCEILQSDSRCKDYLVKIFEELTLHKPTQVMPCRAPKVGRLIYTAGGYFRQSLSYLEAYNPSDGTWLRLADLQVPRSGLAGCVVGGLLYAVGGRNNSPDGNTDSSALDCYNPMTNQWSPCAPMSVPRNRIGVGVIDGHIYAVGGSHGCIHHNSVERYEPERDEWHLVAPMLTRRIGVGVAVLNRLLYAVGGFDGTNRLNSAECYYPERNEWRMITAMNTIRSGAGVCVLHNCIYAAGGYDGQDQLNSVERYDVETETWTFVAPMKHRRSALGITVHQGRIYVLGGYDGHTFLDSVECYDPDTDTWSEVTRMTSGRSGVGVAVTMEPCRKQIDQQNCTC
DSG3 Ab inh = inhibitors of pemphigus antibody binding to DSG3, primary screen, biochemical, bead-based, flow cytometry, scFv-GFP; Desmoglein-3 (Homo sapiens), P32926; DSG3-coupled beads, scFv-anti-DSG3-GFP binding; stronger effect = lower value; binding (percent of control), % at 10 µM; 310,000 compounds, 0.48% hits;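 active = binding more than 3 SD below its plate's average and above zero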; also: some compounds called inactive have numbers as strong as hits
OPRM1-OPRD1 ag = agonists of OPRM1-OPRD1 heterodimerization, primary screen, cell-based, luminescence. Mu-type opioid receptor (Homo sapiens) + Delta-type opioid receptor (Homo sapiens), …. cells. activation, % at 9.3 µM. 340,000 compounds, 0.3% hits; in the data active = activation above about 18%;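 also: 0% = vehicle-treated cells and 100% = reference agonist; values of inactives mirror those of a sister screen read the other way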
Arrestin-AP2 inh = inhibitors of beta-arrestin/AP2 binding, primary screen, biochemical, GPCR trafficking, flow cytometry; AID 504490, 2011; beta-arrestin 1 C-terminal peptide binding to AP2 beta2-adaptin appendage (human); 340,000 compounds, 0.31% hits; FITC-arrestin peptide / GST-AP2 beads; AP2 beta2 appendage carries R879A mutation; inhibition, % at 10 µM;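 active = inhibition above a set limit, near 3 SD of compounds lacking own fluorescence, cut at about 54% in these data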;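 also: plate controls were DMSO wells for no effect and 5 µM unlabelled arrestin peptide for full effect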
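Test system: GST-tagged AP2 beta2-adaptin appendage (R879A) on 4 µm glutathione beads; also added: fluorescein-tagged arrestin peptide at 50 nM final; timing: 12 min plus 1 h, RT; signal: flow cytometry, FL1 (488/535 nm); read-out: percent drop in bead-associated FITC signal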
V-ATPase pHluor = regulators of yeast V-ATPase proton pumping, primary screen, pHLuorin cytosolic pH fluorescence | S. cerevisiae | response, % at 10 µM | 350,000 compounds, 0.37% hits; in the data active = response mostly above about 7.3%, no sharp cut-off; inactive = mostly below about 5.4%; also: actives read high; inactives centre near 0; some compounds called inactive have numbers as strong as hits; reference of the scale not given here
cardiac RTF act = cardiac RTF calcium sensitivity activators, primary screen, biochemical, IANBD-TnC fluorescence, EC20 calcium; IANBD-labeled TnC RTF fluorescence at EC20 calcium; 0% EC20 calcium, 100% full calcium; AID 493008, 2010; activation, % at 7.2 µM; 340,000 compounds, 0.24% hits;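 active = activation above the mean over all tested compounds plus 3 SD, cut at about 30% in these data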;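 also: rise in fluorescence read as greater calcium sensitivity of cardiac thin filaments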
* hit, by the source's call; x = no result given; & = joins results of further samples.

smiles	Wnt bcat act	MOR-DOR inv ag	C-LANA FP	RTF Ca sens inh	Keap1-Nrf2 PPI	DSG3 Ab inh	OPRM1-OPRD1 ag	Arrestin-AP2 inh	V-ATPase pHluor	cardiac RTF act
Cc1cnc(NC(=O)CSc2nnc(-c3ccncc3)n2C2CCCCC2)s1	-1	5	0.8	-6	0	113	-1.0	6	7	2
CCN(CC)C(=O)c1cccc(NC(=O)CCc2nc3sc4c(c3c(=O)[nH]2)CCCC4)c1	-5	2	-2.3	4	0	100	-0.3	10	-1	-1
O=C(COc1nsnc1N1CCOCC1)Nc1cccc(Cl)c1	-7	17	0.3	-3	1	102	-3.4	-3	-1	-5
Cc1ccc2nc(SCC(=O)N/N=C/c3ccco3)cc(C)c2c1	0	-10	0.9	1	-6	100	1.9	38	1	-3
O=c1[nH]c(O)c(N=Nc2ccc(Cl)c(S(=O)(=O)Nc3ccccc3Cl)c2)c(=O)[nH]1	-2	15	-0.6	-11	-4	101	-3.9	-6	0	4
Cc1cc(NC2CCCCC2)n2c(n1)nc1ccccc12	x	-22	-0.7	-2	-6	139	3.0	-1	5	-2
Cc1noc(C)c1NC(=O)N(C)C[C@H]1Oc2c(NC(=O)Nc3ccc(C(F)(F)F)cc3)cccc2C(=O)N([C@H](C)CO)C[C@@H]1C	-5	12	-1.5	-8	-1	106	-2.1	26	-3	0
Cn1nc(C(=O)Nc2cc(Cl)ccc2N2CCCC2)c2ccccc2c1=O	-2	12	-9.2	0	3	107	-2.2	14	-5	-8
Cc1ccc(C(C)C)cc1OCC(=O)Nc1ccccc1N1CCCC1	-1	0	3.2	6	-5	118	0.1	9	-4	-10
O=C1CSC(c2cccnc2)N1CCc1ccccn1 (centres undefined)	1	13	-0.1	5	-5	x	-2.6	12	5	4
CCOP(=O)(c1ccc(N(C)C)cc1)C(O)c1ccc(OC)cc1 (centres undefined)	1	14	1.0	-5	3	93	-2.4	5	2	-4
O=S(=O)(NCCc1ccncc1)c1ccc(S(=O)(=O)N2CCCCCC2)cc1	x	5	1.2	0	-9	96	-0.9	0	0	-2
COc1ccc(CCNC(=O)CCNS(=O)(=O)c2cccc(Cl)c2)cc1OC	0	17	-1.5	-6	-6	104	-3.3	15	4	-2
O=C(NCCNc1ccnc2cc(Cl)ccc12)c1ccccc1F	-5	-29	-0.5	0	-5	115	5.8	10	0	9
COc1cccc(-c2csc(N3CCN(C(=O)NC45CC6CC(CC(C6)C4)C5)CC3)n2)c1	x	-12	-0.2	-7	1	104	2.1	7	-65	-2
CCCOC(=O)c1ccc(NC(=O)C2C3CCC(C3)C2C(=O)O)cc1 (centres undefined)	x	5	3.1	-12	-1	x	-1.1	22	-2	-1
O=c1[nH][nH]c2cc([N+](=O)[O-])ccc12	5	4	-1.6	-1	1	98	-0.8	0	0	-3
COc1ccccc1Nc1nc(N2CCOCC2)nc(N2CCOCC2)n1	0&-2	17&-5	-1.1&-1.4	-4&1	2&-3	98	-3.3&0.8	-1&9	5&10	0&21
COC1=C(N)C(=O)c2nc(C)ccc2C1=O	-2	-34	10	-6	2	82	7.8	7	2	-1
CC(NC(=O)/C(C#N)=C/c1cccs1)c1ccccc1 (centres undefined)	-2	2	2.4	-4	-2	102	-0.4	-20	4	-1
COc1ccc(CN(C)C(=O)c2ccc(OCC(=O)N3CCOCC3)c(OC)c2)cc1	3	10	-2.1	-12	-3	106	-2.7	8	-1	1
COCCOC(=O)c1c(C)nc(SCC(=O)Nc2ccc(C)cc2)c(C#N)c1-c1ccco1	x	3	1.1	3	-4	101	-0.6	14	1	-4
CC1CCCCC1NC(=O)c1nn(C)c(=O)c2ccccc12 (centres undefined)	-1	0	-1.0	-2	-3	100	0.0	-2	2	11
Cc1ccc(NC(=O)CSCC(=O)OCc2cc(=O)oc3cc(O)ccc23)c(C)c1	-2	16	-1.1	-9	2	97	-3.1	9	1	-10
c1cc(CNC23CC4CC(CC(C4)C2)C3)ccn1	0	11	1.0	-32	3	110	-2.3	-4	-2	-2
COc1ccc(C(=O)NCC(=O)OCC(=O)N2CC(C)CC(C)C2)cc1 (centres undefined)	-2	0	1.5	-1	0	116	0.0	-1	-1	2
C=CCn1c(SCN2C(=O)c3ccccc3C2=O)nc2ccc(Cl)cc2c1=O	0	-10	1.4	-2	-3	115	1.9	11	2	-7
CCCCOc1ccc(Br)cc1CSC(=N)N	-6	-2	-0.2	-7	-8	103	0.5	6	-1	-2
COc1cc(/C=C(\NC(C)=O)C(=O)Nc2ccccc2C)ccc1OC(C)=O	3	1	-0.9	-5	-1	128	-0.2	0	1	9
O=C(O)CC/C(=N\NC(=O)c1ccncc1)c1ccccc1	0	14	-0.9	-9	-4	96	-3.0	-9	1	-8
COCCCNC(=O)CCc1nc2cccnc2n1Cc1ccccc1	x	15	-1.1	-5	1	102	-2.8	-8	-3	0
O=C(O)Cn1c(CC(=O)N2CCCC2)nc2ccccc21	-2	0	0.7	0	-3	97	0.1	1	0	-4
COc1ccccc1NC(=O)/C(=C/c1cccc([N+](=O)[O-])c1)c1ccccc1	-10	1	0.0	-2	-5	95	-0.2	9	-3	-5
CN(C)C(=O)N1CCN(C(=O)c2ccccc2Sc2ccccc2C#N)CC1	5	20	1.6	1	1	x	-4.3	-23	1	-5
COc1ccc(C2CC(c3ccc4ccccc4c3)=NN2C(=O)COC(=O)C2CCC(=O)N2)cc1 (centres undefined)	45*	-17	1.7	-5	-1	99	3.7	33	-2	-3
O=C(COc1ccc(-c2ccccc2)cc1)N1CCCC1	6	13	-0.2	3	2	86	-2.0	1	0	6
O=S(Cc1ccc(Cl)cc1)CC(O)COc1ccc(Cl)cc1 (centres undefined)	x	-12	0.6	2	-3	104	2.2	-6	-1	-2
O=S(=O)(c1ccc2c(c1)OCCO2)N1CCC(c2nc3ccccc3s2)CC1	-3	-16	-3.6	-3	2	101	2.8	12	5	1
COC(=O)c1ccc(N2Cc3ccccc3/C2=N\C(=O)Nc2ccccc2)cc1	8	7	0.5	-5	0	102	-1.5	11	-1	8
CCc1oc(C(=O)O)cc1COC	-1	8	1.9	4	4	100	-1.2	-4	5	0
Cc1ccc(N2C(=O)N(CC(=O)NC(c3ccccc3)c3ccccc3)C(=O)C2C)cc1 (centres undefined)	x	-6	-2.4	-4	-2	x	1.4	-2	-3	-2
O=C(NCc1ccc(Cl)cc1)c1ccc(CS(=O)Cc2cccc(Cl)c2)o1 (centres undefined)	-1	14	0.4	-10	-4	103	-2.7	0	0	-1
Cc1ccccc1CNC(=O)c1cc2ccccc2o1	2	17	-4.9	-6	-3	111	-3.4	-10	0	2
COc1cc(S(=O)(=O)n2ccnc2)ccc1Br	-7	-5	-0.3	-6	-2	96	0.8	-6	-1	-3
O=C(COc1ccc(F)cc1Br)N1CCN(S(=O)(=O)/C=C/c2ccccc2)CC1	-4	-10	-0.7	3	1	88	2.2	-9	-4	0
COC(C(=O)Nc1c(F)cccc1F)c1ccccc1 (centres undefined)	-3	-5	-1.9	-14	-1	101	1.0	38	10*	19
CCC/C(C#Cc1ccsc1)=C1/c2ccccc2C(=O)N1c1ccccc1	4	-9	0.4	-11	-5	105	1.9	3	-13	-2
Cc1ccc(-n2ncc3c(=O)n(CC#N)cnc32)cc1	1	13	-0.1	-8	2	101	-2.4	-1	1	-9
COc1ccc2c(c1)OC[C@H]1[C@H]2N2C(=O)c3cc(OC)c(OC)cc3NC(=O)[C@@]2(C)[C@H]1c1ccccc1	-2	8	-1.2	7	0	95	-1.4	0	-3	-4
COc1cccc(OCc2nnc(-c3cccs3)o2)c1	8	-11	0.4	-1	-2	x	2.1	21	0	9
CCOc1ccc(CCNC(=O)c2cccc(N3CCCC3=O)c2)cc1OCC	-4	14	-1.4	-10	-1	x	-2.7	10	5	1
CCOc1ccc(CCNC(=O)CS(=O)Cc2nc(-c3ccc(OC)c(OC)c3)oc2C)cc1OCC (centres undefined)	-2	9	0.9	0	-2	101	-1.8	28	1	3
Cc1cc2c(cc1S(=O)(=O)N1CCN(c3ccccc3)CC1)OCCN2C	-3	3	-0.6	0	-6	101	-0.5	-4	0	6
O=C(COc1ccccc1[N+](=O)[O-])Nc1ccc2oc(=O)ccc2c1	0	4	1.2	-4	-5	x	-0.7	-10	2	3
CC(=O)Nc1ccc(NC(=O)CSc2ncc(C(=O)Nc3ccccc3)c(=O)n2C)cc1	14	-21	-0.5	-12	-4	107	4.3	-2	-1	-14
CCOc1cccc(C2C(C(=O)c3ccc(C)o3)=C(O)C(=O)N2CCCn2ccnc2)c1 (centres undefined)	1	24	-1.4	4	-1	103	-5.0	20	-4	4

More results:
smiles	Wnt bcat act	MOR-DOR inv ag	C-LANA FP	RTF Ca sens inh	Keap1-Nrf2 PPI	DSG3 Ab inh	OPRM1-OPRD1 ag	Arrestin-AP2 inh	V-ATPase pHluor	cardiac RTF act
COc1cccc(CN(Cc2cccnc2)S(=O)(=O)c2ccc(-n3cnnn3)c(C)c2)c1	0	-13	1.3	-6	2	168	2.0	5	1	2
COC(=O)[C@@]1(C)[C@H]2C(=O)N(Cc3ccccc3)C(=O)[C@H]2[C@H]2CN=C(SCc3ccc(C#N)cc3)N21	-1	7	1.3	-3	0	101	-1.4	13	2	-1
Cc1cccc(Cn2nnc3c2C(=O)c2ccccc2C3=O)c1	x	-35	0.6	-4	0	89	7.3	8	0	-3
Cc1cc(C)c(S(=O)(=O)c2ccc(C(C)(C)C)cc2)c(Cl)n1	-1	-18	-1.0	1	0	93	3.1	33	1	0
COc1ccc(N(C(=O)c2ccco2)C(C(=O)NC2CCCC2)c2ccco2)cc1OC (centres undefined)	-1	-1	-0.1	-12	1	106	0.1	3	-2	7
O=C(Cc1ccc(Cl)cc1)N/N=C/c1cccc(O)c1	0	3	-3.4	5	-3	114	-0.6	8	-1	-7
